TRPC4 block = inhibitors of mouse TRPC4 channel | 300,000 compounds, 0.39% hits | Q9QUQ5 | HEK293 TRPC4beta/mu-opioid, DAMGO-evoked Fluo4 calcium flux; stronger effect = lower value | B-score at 10 µM;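 active = B-score over 3 SD under the library average, no early fluorescence shift, positive overall ratio signal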
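material = TRPC4beta/mu-opioid receptor HEK293 cell line | probe or stimulus = sequential submaximal and maximal DAMGO stimulation | compound dosing = one concentration per compound | measured by = Fluo4 Ca2+ flux fluorescence | evaluation = integrated fluorescence ratio relative to baseline, converted to per-well B score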
Platelet DG rel = modulates dense granule release in human platelets | 300,000 compounds, 0.22% hits | human platelet-rich plasma, SFLLRN dense granule ATP release, luminescence | inhibition, %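 (compounds screened at 7.5 µM in platelet-rich plasma)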;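 active = mean replicate score, as percent of positive control, at or above 50; inconclusive = mean below 50 but at least one replicate at or above 50; inactive = mean and every replicate below 50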
TRPC6 inh = mouse TRPC6 channel inhibition; Q61143; HEK293-TRPC6, membrane potential dye, ACh-evoked depolarization; stronger effect = lower value; B-score at 10 µM; 310,000 compounds, 1.1% hits;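 active = B-score under library mean minus 3 SD, initial fluorescence not abnormally high, positive integrated signal ratio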;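 also: B-score derived from integrated fluorescence ratio over the kinetic read; more negative B-score means stronger inhibition of depolarization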
TRPC6 act = activates the mouse TRPC6 cation channel. HEK293-TRPC6 membrane potential dye fluorescence; stronger effect = higher value. B-score at 10 µM. AID 2550. 310,000 compounds, 0.13% hits;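 active = B-score of the integrated fluorescence ratio above library mean plus 3 SD, and starting fluorescence ratio within library mean plus 5 SD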;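 also: higher score means more depolarization so channel activation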
RGS4 inh = human RGS4 inhibition | B-score at 10 µM | 310,000 compounds, 0.45% hits | P49798 | HEK293 M3R/RGS4 inducible, Fluo-4 calcium flux; stronger effect = higher value; triggered by carbachol at its EC20 | AID 463165;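 active = B-score, a plate-corrected calcium signal, over three deviations above library mean, with baseline fluorescence within five deviations of library mean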;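 also: RGS4 expression induced by doxycycline in cells with stable M3 receptor; B-score is computed from the integrated fluorescence ratio over baseline after carbachol; higher B-score means a larger calcium signal and so more RGS4 inhibition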
Target sequence (P49798 whole entry, looked up): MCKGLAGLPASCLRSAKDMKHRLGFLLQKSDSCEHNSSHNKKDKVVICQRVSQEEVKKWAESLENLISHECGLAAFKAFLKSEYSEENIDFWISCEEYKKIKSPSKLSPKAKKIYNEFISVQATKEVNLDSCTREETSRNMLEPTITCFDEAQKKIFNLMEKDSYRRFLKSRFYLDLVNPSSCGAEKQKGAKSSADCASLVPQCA
MrgX1 antag = human MrgX1 receptor antagonism, primary screen; 310,000 compounds, 1.3% hits; B-score at 10 µM; Q96LB2; AID 588676; MRGX1-HEK293 calcium flux, Fluo-4, BAM8-22 antagonism; stronger effect = lower value;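 active = calcium-response B-score plate-corrected more than 3 library SD below zero, starting fluorescence within 5 deviations, no agonist response on first addition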;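 also: peak minus trough fluorescence over baseline after final BAM8-22 challenge near maximal dose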
Target sequence (Q96LB2 whole entry, looked up): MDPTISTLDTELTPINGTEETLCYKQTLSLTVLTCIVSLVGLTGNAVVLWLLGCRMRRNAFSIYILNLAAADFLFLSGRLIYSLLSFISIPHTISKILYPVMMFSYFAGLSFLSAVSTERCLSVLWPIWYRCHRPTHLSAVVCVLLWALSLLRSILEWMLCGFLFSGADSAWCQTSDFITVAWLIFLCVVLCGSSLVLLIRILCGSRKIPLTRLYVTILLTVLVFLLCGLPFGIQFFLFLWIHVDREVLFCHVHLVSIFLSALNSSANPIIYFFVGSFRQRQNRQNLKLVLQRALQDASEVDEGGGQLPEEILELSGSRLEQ
MrgX1 PAM = allosterically activates human MrgX1 receptor signaling; MrgX1-HEK293, Fluo-4 calcium flux, FDSS; stronger effect = higher value; AID 588675; 310,000 compounds, 0.63% hits; B-score at 10 µM; Q96LB2;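 active = plate-corrected calcium response at least 3 library SD above typical, normal starting fluorescence, not activating the receptor alone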;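 also: compound read alongside a low EC10 to EC30 dose of BAM8-22 agonist; peak minus trough fluorescence over baseline measured at the second addition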
RGS4 act = potentiators or activators of RGS4 | HEK293 M3R/inducible RGS4, carbachol calcium flux Fluo4; stronger effect = lower value | B-score at 10 µM | 310,000 compounds, 0.92% hits;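 active = B-score of the integrated calcium signal more than 4 SD below the library mean, with starting fluorescence not abnormally high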;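 also: negative B-score means reduced calcium response which marks RGS4 activation or potentiation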
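System: HEK293 FlpIn-TREx cells, stable M3R, doxycycline-inducible RGS4. Timing: overnight RGS4 induction, 30 min dye load 37 °C, 20 min compound RT. Also added: carbachol, ECmax concentration. Measured by: Fluo4 fluorescence kinetic imaging of calcium. Evaluation: integrated calcium ratio converted to B score.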
MrgX1 ag = human MrgX1 receptor agonism, primary screen; AID 588627; MrgX1-HEK293 cells, Fluo-4 calcium fluorescence, agonist mode; stronger effect = higher value; 310,000 compounds, 0.44% hits; B-score at 10 µM;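 active = calcium response B-score plate-corrected fluorescence ratio at least 3 library SD, with starting fluorescence B-score inside 5 SD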
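System – MrgX1-expressing HEK293 cells · Incubation – cells plated overnight, dye loaded 0.5 h 37 °C, 0.5 h room temperature · Technique – kinetic Fluo-4 NW fluorescence of intracellular calcium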
SKKanGAS inh = inhibitors of SKKanGAS S. pyogenes growth in kanamycin (SK-promoter or general growth effect) | BacTiter-Glo, 6 h | inhibition, % at 7.5 µM | 300,000 compounds, 1.3% hits;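 active = mean replicate score, as percent of positive control median, at least 50; inconclusive = mean below 50 but one replicate at or above 50; inactive = mean and every replicate below 50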;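 also: strain carries kanamycin resistance gene driven by streptokinase promoter and grows in 40 µg/ml kanamycin; loss of luminescence reflects streptokinase promoter inhibition or plain growth inhibition; 0% = median of DMSO wells and 100% = positive control at its reference dose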
HIF act = HIF pathway transcriptional activation; U2OS HRE-luciferase reporter, luminescence; normalized: DMSO 0%, desferrioxamine 100%; activation, % at 7.5 µM (by protocol); 300,000 compounds, 0.32% hits;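 active = mean activation of at least 10% of the iron chelator positive control signal, with at least half of replicates also reaching 10%; inconclusive = mean and replicate majority disagree about reaching 10%; inactive = mean and most replicates under 10%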
Starred values were filed as active, the others as inactive; i = inactive; ? = inconclusive; · = not tested or not shown.

SMILES	TRPC4 block	Platelet DG rel	TRPC6 inh	TRPC6 act	RGS4 inh	MrgX1 antag	MrgX1 PAM	RGS4 act	MrgX1 ag	SKKanGAS inh	HIF act
CCN(C(=S)NCc1ccccc1)c1ccccc1	i	-8	i	i	i	i	i	i	i	-7	0.0
CC1=NNC(=O)C1Oc1ccccc1 (centres undefined)	i	0	i	i	i	i	i	i	i	15	-0.2
Cc1ccc(NC(=O)Cc2nc(CCl)cs2)cc1	i	?	i	i	i	i	i	i	i	4	0.4
COC(=O)[C@H](CC(C)C)NC(=O)Nc1ccc(F)cc1	i	6	i	i	i	i	i	i	i	4	0.5
CN(C)c1ccc(P(=O)(OC2CCCCC2)C(O)c2cccnc2)cc1 (centres undefined)	i	-2	i	i	i	i	i	i	i	1	0.0
Cc1nonc1NC(=O)CSc1nnnn1-c1ccccc1	i	1	i	i	i	i	i	i	i	-2	0.3
CCOc1cc(-c2noc(-c3ccncc3)n2)cc(Br)c1OC	i	-2	i	i	i	i	i	i	i	10	0.2
O=C(O)c1ccc(S(=O)(=O)N2CCCc3ccccc32)cc1	i	-19	i	i	i	i	i	i	i	6	-34
CC(Oc1cc2oc(=O)c3c(c2cc1Cl)CCCC3)C(=O)NCc1ccncc1 (centres undefined)	i	3	i	i	i	i	i	i	i	6	·
CN1CCN(/N=C/c2ccc(N(C)c3ccccc3)cc2)CC1	i	4	-7.1*	i	i	i	i	i	i	-1	1.5
CCCN1Cc2cccc(C(=O)Nc3ccc(C)cc3)c2C1=O	i	1	i	i	i	i	i	i	i	9	-0.4
COc1ccc(O)c(-c2cc(-c3ccccc3[N+](=O)[O-])[nH]n2)c1	i	3	i	i	6.4*	i	i	i	i	-3	1.4
CCCCOc1cccc(C(=O)NC(=S)Nc2cccnc2)c1	i	2	i	i	i	i	i	i	i	-9	0.4
O=C(CN(Cc1ccccc1)S(=O)(=O)c1ccc2c(c1)OCCO2)N/N=C/c1cccc(Br)c1	i	4	i	i	i	i	i	i	i	13	0.2
CN(c1ccc(OCC(=O)Nc2nc(-c3ccccc3)cs2)cc1)S(=O)(=O)c1ccc(F)cc1	i	-5	i	i	i	i	i	i	i	7	0.3
O=c1oc(-c2ccc(Br)cc2)nc2ccccc12	i	-5	i	i	i	i	i	i	i	4	1.1
O=C(Nc1ccc(F)cc1F)c1c(C(F)(F)F)ccnc1Oc1ccc(Cl)cc1	i	4	i	i	i	i	i	i	i	-14	-0.1
CCC(Sc1nncn1C)C(=O)Nc1cc(C)on1 (centres undefined)	i	2	i	i	i	i	i	i	i	2	-0.1
Cc1n[nH]c(C)c1S(=O)(=O)N1CCCC(C(=O)NCc2ccc(F)cc2)C1 (centres undefined)	i	-8	i	i	i	i	i	i	i	-2	0.7
CCOC(=O)c1csc(NC(=O)Nc2cccc(Cl)c2)n1	i	8	i	i	i	i	i	i	i	-6	0.1
Nc1ccc2ncccc2c1	i	-13	i	i	i	i	i	i	i	-5	0.9
COc1ccc(C(CC(=O)N2CCCCC2)c2c(OC)cc(OC)c3c(-c4ccccc4)cc(=O)oc23)cc1 (centres undefined)	i	-1	i	i	i	i	i	i	i	26	-0.8
O=C(Nc1ccc(NC(=O)C2CCCN2C(=O)OCc2ccccc2)cc1)c1ccco1 (centres undefined)	i	5	i	i	i	i	i	i	i	4	-0.2
Cc1ccc(NC(=O)c2ccccc2OCC(=O)c2ccccc2)cc1	i	0	i	i	i	i	i	i	i	2	0.4
Cn1c(COc2ccccc2)nnc1SCCSc1nnc(COc2ccccc2)n1C	i	1	i	i	i	i	i	i	i	6	-0.4
Cc1ccccc1-c1ccc(C(=O)NCc2ccccc2)o1	i	-2	i	i	i	i	i	i	i	8	3.4
CC(C)CN(C(=O)CN1CCOCC1)c1c(N)n(CC(C)C)c(=O)[nH]c1=O	i	4	i	i	i	i	i	i	i	-11	0.6
COC(=O)C1=NN(c2ccc(OC)cc2)C2C(=O)N(c3ccccc3OC)C(=O)C12 (centres undefined)	i	-9	i	i	i	i	i	i	i	10	-0.3
COc1ccc(CCNC(=O)c2ccc(Cl)cc2)cc1	i	0	i	i	i	i	i	i	i	-6	1.1
CCCS(=O)(=O)c1nc(S(=O)(=O)c2ccc(C)cc2)c(N2CCc3ccccc3C2)s1	i	-4	i	i	i	i	i	i	i	-1	0.0
COC(=O)c1ccc(NC(=O)c2cccc(C)c2)cc1	i	4	i	i	i	i	i	i	i	8	0.9
COc1ccc(NC(=O)C2(S(=O)(=O)c3ccc(C)cc3)CC2)cc1OC	i	5	i	i	i	i	i	i	i	2	-0.6
Cc1ccc(S(=O)(=O)CC(=O)Nc2nc(C(C)(C)C)cs2)cc1	i	1	i	i	i	i	i	i	i	-9	-0.3
Cc1ccccc1CN1C(=O)[C@H]2Cc3c([nH]c4ccccc34)C(C)(C)N2C1=O	i	0	i	i	i	i	i	i	i	32	0.4
C=CCn1c(Cc2ccccc2)n[nH]c1=S	i	-6	i	i	i	i	i	i	i	-3	-0.5
COc1ccc(/C=N/NC(=O)c2[nH]c(C)c(C(=O)N/N=C/c3ccc(OC)cc3)c2C)cc1	i	12	i	i	i	i	i	i	i	12	-0.3
CNc1nc(Cl)c(SC)c(NC2CCCCC2)n1	i	-1	i	i	i	i	i	i	i	16	0.1
Cc1ccc(-n2nc3c(c2NC(=O)c2ccc4c(c2)OCO4)CSC3)c(C)c1	i	-3	i	i	i	i	i	i	i	4	-0.1
CCCC(=O)NCc1nc2ccccc2n1CC(=O)c1ccccc1	i	0	i	i	i	i	i	i	i	5	-0.4
COc1ccc(C(=O)CSc2nnc(CNc3ccc(F)cc3)o2)cc1	i	-9	i	i	i	i	i	i	i	-21	-0.2
CCOC(=O)c1ccccc1NC(=O)CSc1nc(N)cc(N)n1	i	9	i	i	i	i	i	i	i	-4	-0.4
CC(C)(C)c1ccc(OC(=O)CN2C(=O)C3C4CCC(C4)C3C2=O)cc1 (centres undefined)	i	-3	-5.9*	i	i	i	i	i	i	3	-0.3
CCC(C)N1CCNCC1 (centres undefined)	i	-1	i	i	i	i	i	i	i	-3	-0.1
CCc1cc(-c2n[nH]c(C)c2-c2ccccc2Cl)c(O)cc1OC	i	13	i	i	i	i	i	i	i	?	1.7
O=C(N/N=C/c1ccc(OC(=O)c2cccs2)cc1)c1ccccn1	i	11	i	i	i	i	i	i	i	7	2.5

Next section (three carried over from the part before).
SMILES	TRPC4 block	Platelet DG rel	TRPC6 inh	TRPC6 act	RGS4 inh	MrgX1 antag	MrgX1 PAM	RGS4 act	MrgX1 ag	SKKanGAS inh	HIF act
CCC(C)N1CCNCC1 (centres undefined)	i	-1	i	i	i	i	i	i	i	-3	-0.1
CCc1cc(-c2n[nH]c(C)c2-c2ccccc2Cl)c(O)cc1OC	i	13	i	i	i	i	i	i	i	?	1.7
O=C(N/N=C/c1ccc(OC(=O)c2cccs2)cc1)c1ccccn1	i	11	i	i	i	i	i	i	i	7	2.5
Cn1c(=O)n(C)c2cc(/C=C3/NC(=O)N(Cc4ccccc4)C3=O)ccc21	i	3	i	i	i	i	i	i	i	-1	-0.6
Cc1c(NC(=O)/C(C#N)=C/c2ccc(-c3ccc(Cl)cc3)o2)c(=O)n(-c2ccccc2)n1C	i	-2	i	i	i	i	i	i	i	11	0.2
CCOc1cc(-c2cc(-c3ccc(C)o3)nc(N)c2C#N)ccc1O	i	2	i	i	i	i	i	i	i	16	2.2
CC(=O)N(C)c1ccc(NS(=O)(=O)Cc2ccccc2)cc1	i	-7	i	i	i	i	i	i	i	5	1.1
CCN1C(=O)[C@@H]2[C@@H](c3ccc(-c4ccc(C(C)=O)cc4)c(OC)c3)N3CCCC[C@@]3(C(=O)OC)[C@@H]2C1=O	i	-6	i	i	i	i	i	i	i	12	0.0
COc1cc(C(=O)NCc2ccc3c(c2)cc(C)n3C)cc(OC)c1OC	i	4	i	i	i	i	i	i	i	0	0.8
O=C(CCCc1ccccc1)N1CCN(C2CCCCC2)CC1	i	3	i	i	i	i	i	i	i	-1	0.3
COC1=C(OC)c2ccccc2C(C(=O)O)N/C1=C(/C)Nc1ccncc1 (centres undefined)	i	-1	i	i	i	i	i	i	i	-5	-0.2
O=c1cc(-c2ccccc2Cl)oc2c(NS(=O)(=O)c3cccs3)ccc(O)c12	i	0	i	i	i	i	i	i	i	17	0.0
COc1ccc(/C(N)=N/OC(=O)Cc2ccccc2OC)cc1	i	2	i	i	i	i	i	i	i	-4	0.9
CCOc1ccc(NC(=S)N2CCN(S(=O)(=O)c3ccc(C)cc3)CC2)cc1	i	0	i	i	i	i	i	i	i	0	-0.4
Cn1c(=O)c2c(nc(SCc3ccc(C(=O)O)cc3)n2C)n(C)c1=O	i	-2	i	i	i	i	i	i	i	-1	0.2
O=C(O)c1cc(-n2nnnc2SCc2ccc([N+](=O)[O-])cc2)ccc1Cl	i	3	i	i	i	i	i	i	i	0	-0.4
COc1cccc(C(=O)NCC(c2cccs2)N2CCc3ccccc32)c1 (centres undefined)	i	-3	i	i	i	i	i	i	i	7	-25
Cc1ccc(C(=O)N2CC(C(=O)O)C2)cc1	i	11	i	i	i	i	i	i	i	-2	0.2
COC(=O)c1cc(OC)c(OC)cc1NC(=O)Nc1ccc(OC)cc1	i	5	i	i	i	i	i	i	i	-1	-0.5
CC(NC(=O)c1sc2ccccc2c1Cl)C1CCCO1 (centres undefined)	i	-12	i	i	i	i	i	i	i	-8	2.7
CN1CCN(c2ccc(NC(=O)c3ccccc3)cc2)CC1	i	28	i	i	i	i	i	i	i	0	3.3
NC(=O)c1ccc(NC(=O)Cc2cccs2)cc1	i	17	i	i	i	i	i	i	i	1	-0.3

Screens from PubChem.
